Yeast eIF2B: eIF2B (yeast) activity modulation; S. cerevisiae eIF2B-epsilon R284H, GCN4-lacZ luminescence; inhibition, % at 25 µM (by protocol); 27,000 compounds, 0.91% hits; AID 688;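 active = mutant luminescence inhibited past about 50% while wild type luminescence and mutant growth stay under set limits, limit read from the data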; also: some compounds called inactive have numbers as strong as hits
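Times: 16 h growth with compound at 30 °C, 90 min Beta-Glo step; Assay system: yeast eIF2B-epsilon R284H mutant carrying GCN4–beta-galactosidase fusion; Measure: % inhibition of reporter signal and growth versus controls; Dosing: one concentration, 25 µM, 0.25% DMSO; Buffer or medium: YPD yeast growth medium; Measured by: Beta-Glo luminescence plus absorbance at 595 nm.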
Yeast tox: Inhibits yeast growth, turbidity readout; S. cerevisiae wild-type growth, A595 turbidity, 16 h; AID 685; growth inhibition, % at 25 µM (by protocol); 30,000 compounds, 0.3% hits;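 active = mutant and wild-type yeast strains alike exhibit over 30% growth inhibition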;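 also: 0% = untreated cell controls and 100% = YPD media blanks without cells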
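System – wild-type and eIF2Bepsilon-R284H mutant S. cerevisiae, screened separately · Measured by – absorbance at 595 nm (turbidity) · Timing – 16 h compound exposure during growth at 30 °C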
Yeast tox inhibition %: second read-out of Yeast tox, no call of its own (marks repeat the call); growth inhibition, %; S. cerevisiae eIF2Bepsilon-R284H mutant growth, A595 turbidity, 16 h;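 each compound tested once at 25 µM; 0% equals untreated cells and 100% equals cell-free medium blanks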
Yeast eIF2B mutant toxicity: second read-out of Yeast eIF2B, no call of its own (marks repeat the call); growth inhibition, %; measured here: mutant yeast growth, toxicity;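 each compound tested once at 25 µM; zero equals untreated control growth and 100 equals blank medium absorbance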
An asterisk follows results filed as active.

SMILES	Yeast eIF2B	Yeast eIF2B mutant toxicity	Yeast tox	Yeast tox inhibition %
CC(=O)Oc1ccc2c(C)cc(=O)oc2c1	20	-3	8	-3

An excerpt; rates above refer to the full screens.
